Screening data deposited in PubChem by The Scripps Research Institute Molecular Screening Center.
M1 ag parental: nonselective activator or artifact in parental CHO-K1 cells; hit rate 0.48% among 360,000; Fluo-8 calcium fluorescence; scaled to maximal ATP response, vehicle zero; activation, % at 3 µM; in the data active means activation above about 15%;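 further: untransfected CHO-K1 host cells lacking M1 receptor as counterscreen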
CHO parental Ca: counter-screen: ATP calcium response change in parental CHO cells; inhibition, % at 5.6 µM; hit rate 0.63% among 330,000; parental CHO-K1, ATP-induced calcium, Fluo-8 fluorescence;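 active means inhibition above that plate's mean sample inhibition plus 3 SD, cut at about 26% in these data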;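 further: 0% = ATP-challenged DMSO wells and 100% = DMSO wells without ATP; some compounds past the cut are filed as inactive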
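material = parental CHO cells | also added = ATP as calcium-mobilizing challenge | dosing = single point at 5.6 µM | detection = intracellular calcium via Fluo-8 no-wash fluorescent dye | read-out = % inhibition | benchmarks = low control ATP plus DMSO, high control DMSO only | repeats = one well per compound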
CHO-K1 Ca antag: counter-screen for M1 antagonists: effect in parental CHO-K1 cells. inhibition, % at 3 µM. hit rate 0.6% among 360,000. ATP-induced calcium, Fluo-8 fluorescence;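 active means inhibition above a per-plate cutoff, the plate's mean sample inhibition plus 3 SD, cut at about 24% in these data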;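 further: 0% = DMSO plus EC80 ATP and 100% = DMSO alone without ATP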
CHRM1 agonist: human M1 muscarinic receptor agonism. activation, % at 3 µM. hit rate 0.33% among 360,000. P11229. CHO-K1 hM1, Fluo-8 calcium fluorescence, agonist mode; 0% DMSO, 100% acetylcholine EC100;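 active means activation above the run's mean compound activation plus 3 SD, cut at about 16% in these data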;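 further: peak over basal fluorescence ratio within a 140 s kinetic read after compound addition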
Target sequence (P11229 whole entry, looked up): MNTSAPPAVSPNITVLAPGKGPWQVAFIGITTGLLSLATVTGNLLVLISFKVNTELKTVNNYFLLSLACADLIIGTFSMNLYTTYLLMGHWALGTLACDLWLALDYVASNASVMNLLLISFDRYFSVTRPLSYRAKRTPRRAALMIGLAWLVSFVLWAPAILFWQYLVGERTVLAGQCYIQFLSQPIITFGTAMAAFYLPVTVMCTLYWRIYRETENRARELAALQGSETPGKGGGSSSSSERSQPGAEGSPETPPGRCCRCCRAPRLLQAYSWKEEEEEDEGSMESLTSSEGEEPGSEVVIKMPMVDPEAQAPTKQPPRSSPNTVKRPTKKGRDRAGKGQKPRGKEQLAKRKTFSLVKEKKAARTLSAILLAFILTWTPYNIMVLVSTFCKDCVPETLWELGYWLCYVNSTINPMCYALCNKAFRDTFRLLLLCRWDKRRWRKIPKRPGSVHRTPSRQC
CHO-K1 Ca PAM: counter-screen for M1 PAMs: effect in parental CHO-K1 cells. ATP EC20, Fluo-8 calcium fluorescence; 0% at ATP EC20, 100% at ATP max. activation, % at 3 µM. hit rate 0.02% among 360,000. AID 602247;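 active means activation above the run cutoff, the mean activation of all test compounds plus 3 SD, cut at about 40% in these data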;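 further: peak over basal fluorescence ratio in a 140 s read after ATP addition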
TAAR1 antagonist: human TAAR1 antagonism. CHO RD-HGA16 TAAR1, Fluo-8 calcium fluorescence, antagonist. hit rate 1.5% among 360,000. inhibition, % at 3 µM. Q96RJ0;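 active means inhibition above a per-plate cutoff, the mean inhibition of test compounds on that plate plus 3 SD, cut at about 49% in these data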;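 further: 0% = DMSO plus EC80 beta-PEA response and 100% = DMSO alone without agonist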
Target sequence (Q96RJ0 whole entry, looked up): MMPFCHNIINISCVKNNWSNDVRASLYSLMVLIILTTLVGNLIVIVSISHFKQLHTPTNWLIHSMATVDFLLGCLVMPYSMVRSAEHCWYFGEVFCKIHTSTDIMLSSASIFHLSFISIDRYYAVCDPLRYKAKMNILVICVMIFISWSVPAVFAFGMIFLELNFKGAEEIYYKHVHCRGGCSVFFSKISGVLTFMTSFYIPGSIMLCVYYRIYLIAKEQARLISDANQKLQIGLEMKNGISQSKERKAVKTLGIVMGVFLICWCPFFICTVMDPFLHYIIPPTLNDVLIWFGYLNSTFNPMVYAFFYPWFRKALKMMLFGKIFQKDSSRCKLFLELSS
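Test system: hTAAR1-expressing CHO RD-HGA16 cells, Gα16-coupled; Probe or stimulus: EC80 β-phenethylamine stimulus; Compound dosing: single nominal final test compound concentration of 3 µM; Timing: 140 s kinetic read after compound, 140 s after agonist; Signal: Fluo-8 calcium-sensitive fluorescence; Measure: % inhibition of agonist calcium response; Controls: DMSO and EC80 PEA controls.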
M1 PAM: potentiates human M1 receptor response to acetylcholine. CHO-K1 hM1, Fluo-8 calcium fluorescence, ACh EC20; 0% = ACh EC20, 100% = maximal ACh. hit rate 0.088% among 360,000. activation, % at 3 µM; in the data active means activation above about 19%, passing the limit was not always enough
CHRM1 antagonist: human CHRM1 antagonism; inhibition, % at 3 µM; hit rate 1.3% among 360,000; CHO-K1 hM1, Fluo-8 calcium fluorescence, ACh EC80 antagonist;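 active means percent inhibition above its own plate's cutoff, namely the mean of that plate's compound wells plus 3 SD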;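 further: peak over basal fluorescence ratio during 140 s after agonist addition; 0% = ACh EC80 plus DMSO and 100% = DMSO alone without agonist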
TAAR1 ag: human TAAR1 agonism; Q96RJ0; CHO RD-HGA16 TAAR1, Fluo-8 calcium fluorescence; vehicle wells 0%, saturating PEA agonist 100%; activation, % at 3 µM; hit rate 0.99% among 360,000;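 active means activation above the mean activation of all test compounds in the run plus 3 SD, cut at about 38% in these data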
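Benchmarks: low control DMSO, high control PEA (EC100); System: CHO RD-HGA16 cells carrying human TAAR1 plus Gα16; Detection: Fluo-8 fluorescence, 5 s baseline then 140 s kinetic read; Schedule: 17-24 h plating, Fluo-8 75 min 37 °C, 30 min RT; Read-out basis: % activation from peak over basal fluorescence ratio, DMSO-to-PEA scaled.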
An asterisk follows results filed as active; · = no result given.

molecule	CHO-K1 Ca PAM	CHO parental Ca	CHRM1 agonist	M1 ag parental	CHRM1 antagonist	TAAR1 antagonist	TAAR1 ag	CHO-K1 Ca antag	M1 PAM
Cc1occc1C(=O)N1CCN(Cc2ccccc2)CC1	23	-18	-6	0.5	-1	3	1	-10	1
O=C(COc1ccc(Br)cc1)c1ccc2c(c1)CCCC2	13	4	-2	2.8	-7	43	8	-8	6
CC1=NNC(=O)C1CCC(=O)N/N=C/c1ccccc1 (stereo not drawn)	-9	-5	-3	0.2	-9	0	1	-1	1
Cc1cccc(OCC(=O)NCC(=O)N/N=C/c2cccs2)c1	5	-19	-2	1.8	-6	-5	9	-8	5
O=C(N/N=C/c1cccc(Br)c1)c1ccc(Cn2cc(Br)cn2)o1	-1	-1	-3	0.7	-10	17	1	3	-1
COc1ccc(Cl)cc1C(=O)O/N=C(\N)c1ccc(Cl)cc1	27	-2	-8	1.1	-11	12	-2	-11	6
COc1ccc(-c2csc(C(O)c3ccc(F)c(F)c3)n2)cn1 (stereo not drawn)	1	·	-3	1.2	3	-6	4	-2	-9
COCCOc1ccc(C(F)(F)F)cc1NC(=O)c1ccc(F)cc1	-5	-24	-5	-0.2	-7	4	24	11	-2
CN(C)S(=O)(=O)c1ccc(C(=O)OCC(=O)Nc2ccccc2OC(F)F)cc1	-2	-5	-3	1.2	-2	7	5	3	3
C/C(=N\OCC(=O)OC(C)C(=O)Nc1ccc(C)c(S(=O)(=O)N2CCOCC2)c1)c1ccc2c(c1)OCO2 (stereo not drawn)	5	·	-4	3.9	-11	-9	7	-8	8
O=C(NCCCCc1ccccc1)C1CC(c2cc(C(F)(F)F)cc(C(F)(F)F)c2)=NO1 (stereo not drawn)	-26	-8	-4	-0.4	14	4	1	1	-7
CCCCC(=O)NC(=O)NC(c1ccccc1)c1ccccc1	-8	-26	-7	-0.3	9	-27	1	8	-9
CCOc1ccccc1N(CC(=O)Nc1cccc2ccccc12)S(C)(=O)=O	9	-3	-2	-0.3	-21	-7	2	-6	16
O=C(NCCCN1CCOCC1)c1cc2c(s1)CSC2	33	-12	-7	1.3	-7	2	11	-20	2
O=C(NCCCN1CCCC1)c1cccc(N2CCCC2=O)c1	2	7	-5	0.1	-2	3	10	13	4
Nc1nc(CN2CCN(c3ccccc3F)CC2)nc(Nc2ccc3c(c2)OCCO3)n1	-2	-34	8	3.5	11	20	9	-5	9
CCOC(=O)c1cc(S(=O)(=O)NCCc2ccccc2)cn1C	-12	-10	0	4.3	-9	-12	-1	-5	4
CCCCCc1ccc(-c2cn(Cc3cccc(OC)c3)nn2)cc1	3	-4	-3	0.1	-19	13	1	-25	6
O=C(CNC(=S)NC(=O)c1ccc(Br)o1)c1ccccc1	20	-7	-1	0.6	-6	-15	-1	-9	6
COc1cc2cc(c1Cl)N(C)C(=O)CC(OC(=O)C(C)N(C)C(C)=O)C1(C)OC1C(C)C1CC(O)(NC(=O)O1)C(OC)C=CC=C(C)C2 (stereo not drawn)	11	·	-4	0.4	-8	-4	0	-19	-1
O=C1SCC(c2ccc(Cl)cc2Cl)=NN1Cc1nnc(-c2ccccc2)o1	-15	-15	-4	-0.2	11	-21	1	19	-7
CCNC(=O)C1(C)CCN(C(=O)c2cccc(Cl)c2)C1 (stereo not drawn)	17	·	-2	0.4	-14	-40	1	-6	6
Cc1ccc(CSc2nc(N)cc(=O)[nH]2)cc1	-14	1	1	2.2	-4	-17	3	-12	-2
CSc1cccc(CN2CCC(Oc3cccc(C(=O)N4CCCC4)c3)CC2)c1	17	-7	-7	1.7	-3	-33	1	-9	-5
O=C(NCc1ncc(C(F)(F)F)cc1Cl)Nc1ccccc1	14	-15	-2	2.9	-8	-22	6	-2	7
COc1ccc(-c2nc(N)ncc2-c2ccc(OC)c(OC)c2)c(O)c1	6	·	0	0.8	-4	-6	8	12	4
CN1CCN(C(=O)c2cc(Oc3c(F)c(F)c(F)c(F)c3F)cc(C(=O)N3CCN(C)CC3)c2)CC1	33	-10	-9	1.4	-7	-1	12	-14	9
Cc1ccc(S(N)(=O)=O)c(C)c1N1CCCC1=O	27	20	-1	1.0	-2	8	0	-16	7
Cc1c(NC(=S)NNC(=O)CCC(=O)O)c(=O)n(-c2ccccc2)n1C	28	-10	-2	1.4	-24	0	0	-17	4
O=C1CSC(c2ccccc2)N1CCc1ccccc1 (stereo not drawn)	-19	-6	-5	-0.5	-11	-19	-2	10	6
Cc1cccc(OCC(O)Cn2c(NCCCOC(C)C)nc3c2c(=O)[nH]c(=O)n3C)c1 (stereo not drawn)	14	-16	-4	-0.3	-8	-7	5	-12	3
O=C(Nc1ccccc1)OC1C2CCC1C(N1CCCCC1)CC2 (stereo not drawn)	-8	-12	-6	0.0	2	1	6	15	1
Cc1cc2nnc(SCC(=O)Nc3ccc(Cl)cc3)n2c(N)n1	2	-15	-2	1.3	-8	8	-1	18	15
CN(c1ccc(C(=O)Nc2ccccn2)cc1)S(=O)(=O)c1ccccc1	14	-2	-1	0.5	-8	3	14	-10	11
CCCn1c(N)c(C(=O)CSc2nnc(C)n2Cc2ccccc2)c(=O)n(C)c1=O	16	-7	-6	0.2	-8	-8	8	0	5
O=S(=O)(c1cc(C(F)(F)F)ccc1Cl)N1CCN(c2ncnc3ccccc23)CC1	-13	·	1	12	39*	33	4	15	-14
CN(C)CCCNC(=O)C1(O)c2cc(Br)ccc2NC(=O)N1c1c(F)cccc1F (stereo not drawn)	-6	5	-2	0.3	-8	-10	1	-6	-1
CN(Cc1cccs1)C(=O)CNC(=O)c1ccco1	-8	0	0	0.7	-13	-14	2	1	4
CN1CCN(CCC(=O)N/N=C/C=C2\N(C)c3ccccc3C2(C)C)CC1	15	-11	-9	1.7	1	28	9	-3	9
NS(=O)(=O)c1ccc(CCNC(=O)CNCCc2ccc(C(F)(F)F)cc2)cc1	-4	-7	-4	0.5	3	-13	5	16	11
CCCC(=O)OCCNc1cc(Sc2nccn2C)c2nonc2c1[N+](=O)[O-]	11	29	-5	-0.4	12	7	0	3	-3
CC1(C)NC(=O)N(CC(O)COc2ccc(-c3ccccc3)cc2)C1=O (stereo not drawn)	7	-3	2	4.3	1	18	11	6	3
CC12CCC(=O)N1c1ccccc1C(=O)N2c1ccccc1 (stereo not drawn)	-8	-5	-5	0.1	-16	-4	7	-4	9
O=c1[nH]c(/C=C/c2cccc(Br)c2)nc2ccccc12	-13	-13	1	1.3	-19	-33	2	-6	12
COc1cccc(NC(=O)N(CCN(C)C)C(C)c2cccnc2)c1 (stereo not drawn)	21	-7	-1	0.7	-16	-3	1	-16	10

Ordered by count of non-hydrogen atoms (low to high): some entries from above.
molecule	CHO-K1 Ca PAM	CHO parental Ca	CHRM1 agonist	M1 ag parental	CHRM1 antagonist	TAAR1 antagonist	TAAR1 ag	CHO-K1 Ca antag	M1 PAM
CCOC(=O)c1cc(S(=O)(=O)NCCc2ccccc2)cn1C	-12	-10	0	4.3	-9	-12	-1	-5	4
Cc1c(NC(=S)NNC(=O)CCC(=O)O)c(=O)n(-c2ccccc2)n1C	28	-10	-2	1.4	-24	0	0	-17	4
CCOc1ccccc1N(CC(=O)Nc1cccc2ccccc12)S(C)(=O)=O	9	-3	-2	-0.3	-21	-7	2	-6	16

Continued:
molecule	CHO-K1 Ca PAM	CHO parental Ca	CHRM1 agonist	M1 ag parental	CHRM1 antagonist	TAAR1 antagonist	TAAR1 ag	CHO-K1 Ca antag	M1 PAM
COc1ccc(/C=C2\S/C(=N/S(=O)(=O)c3cccs3)NC2=O)cc1	-4	-4	-4	0.1	5	-5	-1	-9	3
CCCC(=O)N1CCc2cc(OC)c(OC)cc2C1c1cc2cc3c(cc2[nH]c1=O)OCO3 (stereo not drawn)	-4	-12	-5	0.1	11	-19	1	-11	-1
O=C(NN=Cc1ccc(O)cc1)C(=O)NN=Cc1ccc(O)cc1	19	·	3	0.0	2	5	0	-7	-3
C/C(N)=C(/C#N)C(=O)COC(=O)CCS(=O)(=O)c1ccccc1	9	4	-2	0.2	8	16	3	-5	-2
O=C(O)C1C2C=CC(C2)C1C(=O)Nc1ccccc1Br (stereo not drawn)	25	12	-2	2.2	-16	2	3	-11	8
COc1ccc(C2/C=C\CN(C(=O)Oc3ccccc3)CC(=O)N2Cc2ccc(F)cc2)cc1 (stereo not drawn)	9	·	0	0.0	-13	15	0	0	8
O=C(O)c1nn(CCOc2ccc(Cl)cc2Cl)c(=O)c2ccccc12	5	-19	-2	1.3	14	0	4	-14	0
C=CCn1cc(C(=O)c2cc(Br)ccc2O)cc(C#N)c1=O	3	7	2	12	6	25	4	-8	-6
CC(=O)Nc1ccc(C(=O)COC(=O)CN2C(=O)NC3(CCCCC3C)C2=O)cc1 (stereo not drawn)	8	-5	-2	-0.3	-14	2	9	-2	11
Cc1cc(C)c2cc(C#N)c(N3CCCN(C(=O)c4cnccn4)CC3)nc2c1	-6	-11	-7	-0.9	-4	-11	-4	-5	3
CC(C)C[C@@H](CN1CCC[C@H]1CN1C(=O)C(=O)NC[C@@H]1Cc1ccccc1)N1C[C@H](Cc2ccc(O)cc2)N(CC2CCCCC2)C(=O)C1=O	6	·	·	-0.4	·	-17	1	-3	·
Cc1nc(SCc2ccccc2C#N)n[nH]1	-12	-1	-1	0.4	-15	-1	3	8	10
